FBPA Giardia inh: inhibitors of Giardia lamblia fructose-1,6-bisphosphate aldolase. purified Giardia FBPA. Potency, µM (titrated, usually from 59.6 µM), for inactives: top-dose activity, negative = inhibition, hits mostly inhibitors. 290,000 tested, 0.71% active; further: potency means the concentration at half of the fitted maximal effect; on the % scale 0 is the no-effect control and ±100 the full control effect; nearly all actives have a fitted effect of over 55% in size
Target sequence (A8B2U2 whole entry, looked up): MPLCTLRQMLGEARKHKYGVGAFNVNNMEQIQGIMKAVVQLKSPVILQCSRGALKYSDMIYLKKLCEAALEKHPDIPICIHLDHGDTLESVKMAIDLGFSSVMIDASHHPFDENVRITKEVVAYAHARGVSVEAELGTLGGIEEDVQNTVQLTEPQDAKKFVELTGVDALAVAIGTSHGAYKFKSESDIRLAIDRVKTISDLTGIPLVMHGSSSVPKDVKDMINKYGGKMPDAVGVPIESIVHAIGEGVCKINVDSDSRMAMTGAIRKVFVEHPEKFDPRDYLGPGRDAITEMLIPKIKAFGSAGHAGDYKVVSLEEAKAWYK
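40 nM FBPA preincubated 10 min at RT with compound (up to 57.5 uM final), then substrate plus GAPDH/TPI/NAD/arsenate coupling and diaphorase/resazurin added. Fluorescence read after 20 min at RT, 525/598 nm.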
Shiga inhibitor: inhibitors of Shiga toxin in Vero cells | Vero cells, Shiga toxin protein synthesis inhibition reporter | inhibition, % at 38.7 µM | 290,000 tested, 9.2% active | AID 2315; in the data active means inhibition mostly above about 28%, no sharp cut-off; inactive means mostly below about 43%; further: 0% is about no effect
Pf growth 96h: P. falciparum growth inhibition at 96 hours | Potency, µM (highest dose often 28.7 µM), for the others: at the top dose activity change, negative = inhibition, usual class: inhibitors | P. falciparum luciferase reporter growth, 96 h | 320,000 tested, 6.9% active | AID 504834; further: potency means the concentration at half of the fitted maximal effect; on the % scale 0 is the no-effect control and ±100 the full control effect
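Luminescence readout: decreased luciferase signal marks inhibited growth of reporter-expressing P. falciparum in infected red cells (2% hematocrit, 0.05% parasitemia final), exposed to compound two generations (96 h, 37 C, 5% CO2).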
Cycloheximide cs: affects cycloheximide protein synthesis inhibition readout, counter-screen. AID 2314. 300,000 tested, 12% active. max response, %. cell reporter, cycloheximide protein synthesis inhibition counterscreen; in the data active means max response mostly above about 13%, no sharp cut-off; inactive means mostly below about 14%; further: read at 38.3 µM for the half of the compounds with a filed dose; 0% is about no effect
Sm TGR block: S. mansoni TGR enzyme inhibition | Q962Y6 | purified TGR, DTNB reduction, TNB absorbance 405 nm | Potency, µM (doses to about 114 µM), for inactives: top-dose activity change, negative = inhibition, hits mostly inhibitors | 360,000 tested, 3% active | AID 485364; further: potency means the concentration at half of the fitted maximal effect; on the % scale 0 is the no-effect control and ±100 the full control effect; nearly all actives have a fitted effect of over 60% in size
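Kinetic colorimetric format: TGR-catalysed, NADPH-driven DTNB reduction monitored via TNB absorbance. Enzyme dispensed at 20 nM; compound exposure 15 min at room temperature before reaction start.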
Pf growth 48h: inhibits P. falciparum growth in the first generation, 48 h | P. falciparum luciferase growth in erythrocytes, 48 h | Potency, µM (highest dose often 28.7 µM), inactives show at the highest dose activity change, negative = inhibition, most hits filed as inhibitors | 310,000 tested, 5.9% active | AID 504832; further: potency means the concentration at half of the fitted maximal effect; on the % scale 0 is the no-effect control and ±100 the full control effect
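Compounds are pin-transferred into medium, infected erythrocytes (2% hematocrit, 0.1% parasitemia final) are added, and plates sit one parasite generation at 37 C in 5% CO2. Detection reagent is then added and luminescence measured.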
Starred values were filed as active, the others as inactive; ? = inconclusive; · = no result given; & = joins results of further samples; [ ] = remark or other dose. Unless noted, the call rests on the fitted dose curve; in most records, active means well fitted curve in the direction sought with a large enough effect; inconclusive means small, poorly fitted or top-dose-only effect, or another doubt; inactive means no such curve, though single readings can be large; an effect the other way counts as inactive or inconclusive. The order is random (roughly 24% active in at least one column).

canonical_smiles	FBPA Giardia inh	Shiga inhibitor	Pf growth 96h	Cycloheximide cs	Sm TGR block	Pf growth 48h
O=C(O)c1ccc(N=NN2CCCCC2)cc1	22%	57	38%[activator]	53*	-2%[57.1 µM]	0%
C=CCNC(=O)CN(c1ccccc1OCC)S(=O)(=O)c1ccc(C)cc1	0%	-17	·	8	0%	?
CCOC(=O)C=Nc1c(N)n(C)c(=O)n(C)c1=O	?	-4	0%	-2	6%	12%
CCOc1ncccc1C(=O)OCC(=O)Nc1cc(C)ccc1C	0%	-17	6%	-1	-30%	-10%
Oc1ccc(/C=N/Nc2cc(N3CCCC3)nc(N3CCCC3)n2)cc1	?	12	2.1µM*	3	5%	?
CCN(C(=O)c1cc2c(=O)[nH]c3ccc(C)cc3c2s1)c1cccc(C)c1	4%	-4	?	-2	2%	?
N=C(N)N1CCc2ccccc21	-2%	5	1%	-1	-6%	-3%
CC(=O)OC(C(=O)NC1CCCCC1)c1ccncc1 (configuration not stated)	4%	-7	?	-4	-2%	-1%
COc1ccc(C(=O)COC(=O)c2ccccc2NS(=O)(=O)c2ccc(O)c([N+](=O)[O-])c2)cc1	?	16	-4%	15	-3%	-3%
Cc1ccc2sc(NC(=O)CSc3nc(C)cc(C)c3C#N)nc2c1	-1%	78*	·	47*	0%	54%[activator]
Cc1cc(OCC(=O)NC2CC2)c2c(C)c(C)c(=O)oc2c1	·	-4	12%	-1	-4%	-2%
C=CCNCc1cccn1-c1ccccc1	?	-7	?	-3	-20%	1%
COc1ccc(-n2c(Cc3ccccc3)nc3ccccc3c2=O)cc1	7%	-10	-8%	-4	·	1%
CC#CC(=O)N1CCC(n2nccc2NC(=O)c2ccc3c(c2)OCO3)CC1	3%	72*	?	23*	0%	-16%
CC(=O)N1CCc2cc(S(=O)(=O)NC(C(=O)NCc3ccccc3)C(C)C)ccc21 (configuration not stated)	0%	1	·	-3	-8%	-17%
Cc1sc(NC(=O)CN2CCOCC2)c(C(=O)c2ccccc2)c1C	0%	-3	?	18	4%	-16%
c1ccc(-c2noc(-c3ccc4ccccc4c3)n2)cc1	4%	105*	-20%	55*	-23%	319%[activator]
COC(=O)c1c(C)nn(-c2ccc(F)c(Cl)c2)c1-c1cc(C)on1	2%	-5	13%	2	-1%	10%
COc1ccccc1/C=C1\SC(=O)N(CCC(=O)NCCCn2ccnc2)C1=O	·	20	?	10	-16%	-7%
COc1ccccc1OCCCn1cc(C(C)=O)c2ccccc21	-7%	19	6%	9	0%[57.1 µM]	?
COc1ccccc1Nc1nc(-c2ccc3c(c2)NC(=O)CO3)cs1	-14%	48	0%	20*	4%	0%
CCOC(=O)C1(CCOC)CCN(Cc2cnc(-c3cccc(C)c3)nc2)CC1	-2%	25	?	8	-10%	?
O=C(N1CCOCC1)C1(c2ccccc2)CCCCC1	-4%	-14	17%	-2	14%	-3%
CCn1c(/C=C2\C(=O)N(C)c3ccccc32)nc2ccccc2c1=O	-1%	-7	?	-9	0%	-16%
Cc1cc(NC(=O)C2CCN(S(=O)(=O)Cc3ccccc3)CC2)ccc1-n1cnnn1	1%	6	·	1	-3%	?
Cn1c(=O)oc2cc(S(=O)(=O)N3CCC(C(=O)N4CCN(c5ccc(F)cc5)CC4)CC3)ccc21	-17%	-12	63%[activator]	-4	-14%	?
O=C(CSc1ncnc2nc[nH]c12)NCCc1ccccc1	-17%	-6	-1%	-2	-1%	-4%
Cc1cc(C(=O)N2CCN(S(=O)(=O)c3ccccc3C#N)CC2)c(C)o1	·	·	-33%	·	-2%	-11%
O=C(NNC1CC(=O)N(c2cccc(Cl)c2)C1=O)c1cccs1 (configuration not stated)	3%	39*	8%	11	-12%	7%
CC(=O)Nc1ccc(S(=O)(=O)N2CCCC(C(=O)O)C2)cc1 (configuration not stated)	9%	-9	8%	10	11%	1%
CCOC(=O)Oc1ccc2c(c1)C(C)=CC(C)(C)N2C(=O)OCC	-10%	-4	?	-1	4%	?
O=C(O)c1ccc(N/N=C/c2ccc(-c3cc(Cl)ccc3Cl)o2)cc1	12%	112*	-2%	81*	5%	85%[activator]
COc1ccc(S(=O)(=O)N2CCC(C(=O)NCc3ccccc3)CC2)cc1OC	1%	3	16%	-4	·	-7%
COc1ccccc1N(CC(=O)NCc1ccc(F)cc1)C(=O)CCC(=O)Nc1nccs1	12%	-13	4%	3	-6%	?
Cc1ccc(Cl)cc1N1CCN(C(=O)C2CCCN(S(=O)(=O)c3cnc[nH]3)C2)CC1 (configuration not stated)	-11%	21	?	-1	-3%	?
CCc1nn2c(=O)cc(COC(=O)c3ccc(SC)cc3OC)nc2s1	·	·	?	·	-3%	?

Of the compounds above, two have two or more sulfur atoms.
canonical_smiles	FBPA Giardia inh	Shiga inhibitor	Pf growth 96h	Cycloheximide cs	Sm TGR block	Pf growth 48h
Cc1ccc2sc(NC(=O)CSc3nc(C)cc(C)c3C#N)nc2c1	-1%	78*	·	47*	0%	54%[activator]
CCc1nn2c(=O)cc(COC(=O)c3ccc(SC)cc3OC)nc2s1	·	·	?	·	-3%	?

Additional compounds follow:
canonical_smiles	FBPA Giardia inh	Shiga inhibitor	Pf growth 96h	Cycloheximide cs	Sm TGR block	Pf growth 48h
CCN(CC)c1ccc2c(c1)CCCN2	?	-2	10µM*	1	5µM*	10µM*
COc1cccc(/C=N/NC(=O)CNC(=O)c2cccs2)c1O	9%	46*	35%[activator]	31*	8%	-10%
CNC(=O)c1ccc(Nc2nnc(-c3ccc(C)c(S(=O)(=O)NCC4CCCO4)c3)c3ccccc23)cc1 (configuration not stated)	-1%	-9	?	-1	-10%	5.2µM*
COC(=O)c1ccccc1NC(=O)CSc1nc2ccccc2c(=O)[nH]1	-11%	-12	8%	1	8%	-12%
COc1ccc(S(=O)(=O)n2cnc3ccccc32)c(C)c1	-11%	-10	18%	8	4%	-10%
Cc1nn(Cc2ccccc2)c(C)c1NC(=O)c1ccc([N+](=O)[O-])cc1[N+](=O)[O-]	-4%	-9	?	0	0%	?
CC(=O)c1cc2c(cc1NC(=O)CN1CCCCCCC1)OCO2	?	3	44%[activator]	2	4%	?
Cc1nnc2sc(-c3cccc(NC(=O)c4cccnc4)c3)nn12	0%	5	·	-3	3%	?
CCc1nn2c(=O)c(S(=O)(=O)Nc3ccc(C(C)C)cc3)c(C)nc2s1	6%	-6	-2%	-1	-15%&0%	-25%
O=C1Nc2cc(C(=O)NCCN3CCCCCC3)ccc2S/C1=C\c1ccccc1	·	-21	?	-13	-23%	?
CCOc1ccccc1C1CC(=O)Nc2c1c(=O)n(C)c(=O)n2C (configuration not stated)	7%	8	-24%	-5	-6%	·
O=S1(=O)CCN(Cc2ccc(Cl)c(C(F)(F)F)c2)CC1	0%	-13	-5%	-5	·	23%
COc1ccc2nc(SCC(=O)Nc3ccccc3C)[nH]c2c1	-2%	-5	-1%	-3	12%	0%
Cc1nnc(SCC(=O)Nc2cccc(Br)c2)s1	·	·	?	·	0%	-23%
CN(C)C(CNC(=O)NC1CCCCC1)c1cccnc1 (configuration not stated)	4%	3	·	1	40µM*	9%
O=C(CN(Cc1ccco1)C(=O)c1ccc(N2CCCC2=O)cc1)Nc1ccccc1C(F)(F)F	·	·	-19%	·	-21%	?
Cc1ccc(S(=O)(=O)CCC(=O)NCCc2ccccc2)cc1	18%	-5	1%	2	9%	-7%
COc1ccccc1C(=O)NCCC(=O)Nc1ccc(S(=O)(=O)N2C(C)CCCC2C)cc1 (configuration not stated)	·	·	?	·	-7%	15µM*
CSc1ccccc1C(=O)Nc1ccccc1C(=O)NC(C)C	2%	9	90%[activator]	1	35%	-17%
CCN(CC)CCCNc1nnc(C)c(=O)[nH]1	5%	19	-18%	-7	-2%	6%
Cc1ccc(F)cc1NC(=O)C12CC3CC(C1)CC(n1cnc([N+](=O)[O-])n1)(C3)C2	1%	-9	-29%	-3	-16%	-5%
c1ccc(-c2noc(CC3CCCCC3)n2)cc1	3%	48*	-49%[5.75 µM]	31*	0%	173%[activator]
O=Cc1cccn1-c1ccc2ccccc2c1	-3%	42*	6%	29*	6%	59%[activator]
COc1ccc(C)cc1NC(=O)c1cc2c(s1)CCC2	-7%	56	?	20*	7%	12%
O=C(NCc1ccccc1)/C(=N\O)c1ccccc1	7%	54*	9%	21*	-2%	86%[activator]
Cc1cc(C)c(C#N)c(SCc2cn3c(C)cccc3n2)n1	-17%	11	?	3	3%	0%
CC(NC(=O)c1ccco1)C(=O)N1CCN(C(c2ccccc2)c2ccccc2)CC1 (configuration not stated)	·	-5	31%[activator]	2	-1%	13µM*
O=C(NC1CCN(Cc2ccccc2)CC1)c1cc(Br)c(Br)[nH]1	-8%	-7	12µM*	1	11%	?
N#Cc1c(-c2ccc(F)cc2)noc1N	3%	23	·	6	-28%	·
COc1cc(SC)ccc1C(=O)NCCOc1ccccc1Cl	0%	73*	0.74µM*	58*	18%	200%[activator]
CC1=CC(C)(C)N(C(=O)C(C)N2C(=O)c3ccccc3C2=O)c2c(C)cc(C)cc21 (configuration not stated)	-3%	-26	·	-3	-6%	10µM*
Cn1c(=O)c2c(C(=O)O)cc(-c3ccccc3)nc2n(Cc2ccccc2)c1=O	-24%	-10	18%	-7	5%	-4%
CCCCN(CCCC)c1nc2ccccc2nc1NS(=O)(=O)c1ccc(NC(C)=O)cc1	3%	-9	·	6	6%	-4%
CCCCNC(=O)c1cc2c(=O)n3cccc(C)c3nc2n(Cc2ccccc2)c1=N	-1%	-17	-9%	-12	-9%	?
CN(CCOc1ccccc1)C(=O)c1cc([N+](=O)[O-])ccc1N1CCOCC1	·	·	-4%	·	2%	7%
O=C1C=C(Nc2ccc(Cl)cc2)C(=O)N1c1ccc(Cl)cc1	12%	-3	39%[activator]	13	-6%	39%[activator]
O=C(O)c1ccc(N2CCc3ccccc32)c([N+](=O)[O-])c1	-16%	-4	-26%	-5	3%	12%
CC1CCN(S(=O)(=O)c2cccc(C(=O)NCC3CCCO3)c2)CC1 (configuration not stated)	·	-3	?	-1	-1%	5%
Cc1ccc(C(=O)Nc2ccc(C(=O)/C=C/c3cccs3)cc2)cc1	1%	73*	51%[activator]	52*	2%	133%[activator]
COC(=O)C(=O)/C=C(\O)c1ccc(C)cc1	-19%	-1	52%[activator]	10	2%	28%
O=C(Nc1ccccc1)C1CCCN1/C=C/C(=O)C(F)(F)F (configuration not stated)	1%	41	0%	7	-1%	11%
CCN(CC)c1ccc(NC(=O)CSc2nc3ccccc3c(=O)[nH]2)cc1	-3%	1	5%[5.75 µM]	-3	-3%	5%
Cc1ccc(-c2ccnc3nc(-n4cccc4)nn23)o1	-1%	19	-33%	10	5%	?
CSc1nnc(C)c(=O)n1COC(=O)COc1ccc2ccccc2c1	1%	-8	-28%	-2	-16%	12%
O=C(Nc1ccccc1)Nc1csc2ccccc12	-12%	148*	?	51*	11%	?
CC(C)Cc1nnc(NC(=O)CN2C(=O)c3ccccc3C2=O)s1	-8%	19	?	-3	·	9%
CC(C)(c1ccc(O)cc1)c1ccc(O)cc1	8%	18	-1%	7	-8%	·
Cc1ccc2cc(C3CC(c4ccco4)=NN3C(=O)CCC(=O)O)c(Cl)nc2c1 (configuration not stated)	13%	-8	?	1	-33%	-4%
COc1cccc(NC(=O)CSc2nnc(CNC(=O)c3ccccc3)n2C)c1	8%	-3	·	-3	5%	-17%
